RGS4-Gao reg = modulates binding of RGS4 to human Galphao; P09471; Multiplexed bead flow cytometry; actives lie on both sides; binding response (% of control), % at 10 µM; 220,000 compounds, 0.33% hits; AID 1415; in the data active = binding response below about 49% or above about 150%; inactive = in between;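 note: fluorescent Galphao activated with aluminum fluoride binding bead-coupled RGS4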
Bcl-XL Bim block = disrupts Bim peptide binding to human Bcl-XL. Q07817. bead flow cytometry, fluorescence. inhibition, % at 10 µM. 190,000 compounds, 0.04% hits. AID 1007
Target sequence (Q07817 whole entry, looked up): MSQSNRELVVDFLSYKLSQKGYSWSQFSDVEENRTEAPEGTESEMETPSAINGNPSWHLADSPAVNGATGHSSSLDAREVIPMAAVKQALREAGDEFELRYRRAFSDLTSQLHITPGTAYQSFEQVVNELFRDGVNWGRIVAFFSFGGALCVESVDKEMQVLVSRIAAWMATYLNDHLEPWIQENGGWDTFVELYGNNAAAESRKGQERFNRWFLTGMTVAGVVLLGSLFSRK
Bcl-B Bim block = disrupts Bim peptide binding to human Bcl-B | Q9HD36 | bead-based flow cytometry | inhibition, % at 10 µM | 190,000 compounds, 0.073% hits;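 note: 0% = tracer peptide without compound and 100% = reference inhibitor peptide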
Target sequence (Q9HD36 whole entry, looked up): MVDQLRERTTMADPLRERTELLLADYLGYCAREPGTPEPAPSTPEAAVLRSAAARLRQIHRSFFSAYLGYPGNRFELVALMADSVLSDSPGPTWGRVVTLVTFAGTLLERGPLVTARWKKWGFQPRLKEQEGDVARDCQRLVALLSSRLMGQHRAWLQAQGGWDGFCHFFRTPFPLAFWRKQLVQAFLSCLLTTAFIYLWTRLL
RGS7-Gao = human RGS7-Galphao interaction regulation. P09471. Multiplexed bead flow cytometry, RGS7-Galphao binding; actives lie on both sides. 220,000 compounds, 0.35% hits. binding response (% of control), % at 10 µM; in the data active = binding response below about 49% or above about 150%; inconclusive = no clear call, values can overlap the other calls; inactive = in between;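 note: fluorescent Galphao held in activated GDP-AlF4 state binding bead-coupled RGS7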
Bcl-W Bim block = human Bim-Bcl-W interaction inhibition. Q92843. bead-based flow cytometry, Bim peptide-Bcl-W binding. inhibition, % at 10 µM. 190,000 compounds, 0.02% hits;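 note: 0% = bound tracer without compound and 100% = peptide blocker; higher means less fluorescent Bim peptide bound to Bcl-W beads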
Target sequence (Q92843 whole entry, looked up): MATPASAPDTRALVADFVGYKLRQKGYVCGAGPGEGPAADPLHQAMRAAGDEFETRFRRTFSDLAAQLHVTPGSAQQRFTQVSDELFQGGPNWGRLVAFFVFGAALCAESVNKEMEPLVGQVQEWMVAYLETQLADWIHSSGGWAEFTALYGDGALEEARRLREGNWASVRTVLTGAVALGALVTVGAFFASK
RGS8-Gao = regulators of human RGS8-Galphao interaction; multiplexed bead flow cytometry, RGS8-Galphao binding; actives lie on both sides; response (percent of control binding), % at 10 µM; P09471; 220,000 compounds, 0.34% hits; AID 1423; in the data active = response below about 60% or above about 140%; inactive = in between;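 note: Galphao activated as the GDP aluminium fluoride complex binding bead-coupled RGS8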
ABCB1 block = inhibitors of human ABCB1 transporter, ABCG2 counter-screen; P08183; 190,000 compounds, 0.067% hits; CCRF-Adr cells, JC-1 efflux, flow cytometry; inhibition, % at 6.6 µM; AID 1326; in the data active = inhibition above about 40%;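 note: 0% = vehicle and 100% = reference inhibitor; higher value means more JC-1 retained so stronger ABCB1 efflux block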
ABCG2 inh = inhibitors of human ABCG2 transporter, ABCB1 counter-screen. IgMXP3 cells, JC-1 efflux, flow cytometry. inhibition, % at 6.6 µM. 190,000 compounds, 0.1% hits. AID 1325;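 active = inhibition above 80%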;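 note: 0% = DMSO and 100% = nicardipine control wells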
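Test system: ABCG2 IgMXP3 and barcoded ABCB1 CCRF-Adr cell mix; Schedule: cells with compound and JC-1, 10 min at 25 °C, rotating, no wash; Technique: flow cytometry of retained JC-1 fluorescence; Measure: % inhibition of efflux relative to nicardipine and DMSO; Controls: nicardipine high and DMSO low controls.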
Bfl-1 Bim block = inhibitors of Bim-Bfl-1 interaction, human; AID 1008; Bead-based flow cytometry, Bim-Bfl-1 binding inhibition; inhibition, % at 10 µM; Q16548; 190,000 compounds, 0.12% hits;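 note: 0% = wells without compound plus tracer and 100% = blocker peptide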
Bim-Mcl-1 = disrupts Bim peptide binding to human Mcl-1 | 190,000 compounds, 0.1% hits | Q07820 | inhibition, % at 10 µM | AID 1009 | Bead-based flow cytometry, Bim peptide-Mcl-1 binding;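 note: 0% = no compound tracer wells and 100% = peptide blocker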
Bcl-2 Bim block = disrupts Bim peptide binding to human Bcl-2 | P10415 | Bead-based flow cytometry, Bim peptide-Bcl-2 binding | inhibition, % at 10 µM | 190,000 compounds, 0.06% hits | AID 950; in the data active = inhibition above about 40%; inconclusive = no clear call, values can overlap the other calls;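 note: 0% = no compound wells with probe peptide and 100% = reference peptide inhibitor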
Target sequence (P10415 whole entry, looked up): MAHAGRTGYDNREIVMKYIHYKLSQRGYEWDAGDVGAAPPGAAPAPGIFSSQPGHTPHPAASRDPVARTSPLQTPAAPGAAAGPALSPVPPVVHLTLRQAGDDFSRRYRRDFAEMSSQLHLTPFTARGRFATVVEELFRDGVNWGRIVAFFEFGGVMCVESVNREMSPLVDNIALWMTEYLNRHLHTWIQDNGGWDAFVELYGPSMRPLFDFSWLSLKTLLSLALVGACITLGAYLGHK
Starred values were filed as active, the others as inactive; ? = inconclusive. Cut-off read from the data, not from the text of the source, unless noted: active = inhibition above about 40%.

nr	Structure	RGS4-Gao reg	Bcl-XL Bim block	Bcl-B Bim block	RGS7-Gao	Bcl-W Bim block	RGS8-Gao	ABCB1 block	ABCG2 inh	Bfl-1 Bim block	Bim-Mcl-1	Bcl-2 Bim block
1	NS(=O)(=O)c1cccc(NC(=O)CSc2nn(-c3ccccc3)c(=S)s2)c1	100.5	-10.0	-11.0	100.7	-6.0	104.3	-0.7	-5.4	-4.0	-8.0	-6.0
2	CCC(Sc1ccccn1)C(=O)Nc1cccc([N+](=O)[O-])c1 (stereo not drawn)	99.1	-2.0	-10.0	99.7	1.0	98.6	0.7	6.0	-5.0	2.0	-4.0
3	O=[N+]([O-])c1ccccc1NCCNc1ncc(C(F)(F)F)cc1Cl	97.3	-1.0	0.0	95.4	-3.0	92.7	-4.9	-1.6	0.0	-4.0	0.0
4	CC(C)(C)NS(=O)(=O)c1ccc(NC(=O)C2CCCCC2)cc1	99.7	0.0	4.0	?	-1.0	101.3	1.7	4.8	5.0	0.0	1.0
5	COc1cccc(/C=N/n2c(=O)[nH]c3ccccc32)c1OC	102.6	-4.0	-5.0	100.3	-1.0	100.8	0.6	10.0	-1.0	-1.0	-3.0
6	CCCc1ccc(OCCNC(=O)CC)cc1	100.5	2.0	2.0	99.5	-1.0	95.6	0.5	7.3	0.0	0.0	-4.0
7	CCn1c2ccccc2c2cc(CNCc3ccc(OC)cc3OC)ccc21	104.5	-3.0	-5.0	98.3	-4.0	102.8	0.8	1.6	-5.0	-1.0	-1.0
8	CCOC(=O)c1c(NC(C)=O)no[n+]1[O-]	96.9	0.0	0.0	97.0	0.0	93.5	-0.2	-5.1	3.0	1.0	-2.0
9	CC(NC(=O)C1CCCCC1)C(=O)NC1=NCCS1 (stereo not drawn)	104.8	-2.0	-3.0	104.9	2.0	100.6	0.3	1.2	-9.0	1.0	-4.0
10	O=C(CSc1ncn[nH]1)Nc1ccc(S(=O)(=O)N2CCCC2)cc1	101.5	1.0	-4.0	104.8	2.0	101.1	-0.1	0.3	-9.0	2.0	0.0
11	COc1ccc2nc(NC(=O)CN3CCN(C)CC3)sc2c1	100.7	-2.0	-10.0	102.5	1.0	100.4	0.2	1.2	-12.0	0.0	-9.0
12	O=C(C1=C[C@H](c2ccc(C(F)(F)F)cc2)C[C@H](OCCCCO)O1)N1CCOCC1	102.2	1.0	-2.0	105.4	1.0	102.6	0.7	5.6	-2.0	0.0	-1.0
13	COc1ccccc1NC(=O)Cn1c(=O)sc2ccccc21	96.9	-1.0	-4.0	95.8	-1.0	100.4	0.2	1.3	-3.0	-4.0	-2.0
14	FC(F)(F)c1cc(-c2ccc3c(c2)OCO3)nc(NCc2ccco2)n1	96.5	0.0	-4.0	95.3	-1.0	94.8	0.4	1.9	-2.0	-2.0	0.0
15	O=C(CCS(=O)(=O)c1ccccc1)Nc1ccc2c(c1)OCO2	102.6	-3.0	-8.0	98.3	-3.0	99.2	0.1	0.5	-5.0	-2.0	0.0
16	C/C(CCC(C)C)=N\Nc1ccc(S(N)(=O)=O)cc1[N+](=O)[O-]	91.4	-1.0	-2.0	87.3	0.0	92.3	1.5	14.7	-2.0	0.0	-4.0
17	CCCCCC(=O)Nc1ccc(N2CCN(C(=O)c3ccccc3)CC2)cc1	101.1	-7.0	-10.0	99.6	-1.0	99.0	0.9	11.5	-16.0	-4.0	-7.0
18	COc1cccc(/C=C2\SC(=S)N(NC(=O)c3ccncc3)C2=O)c1	88.8	0.0	-1.0	88.3	0.0	92.7	0.0	0.5	-1.0	0.0	-3.0
19	CC(C)c1ccccc1N=C1SCCN1C1CCS(=O)(=O)C1 (stereo not drawn)	97.2	-2.0	-2.0	96.4	3.0	98.7	0.5	2.4	-6.0	2.0	-5.0
20	Cc1cc(C(=O)CSc2nnc(NCc3ccccc3)s2)c(C)n1C	96.4	-7.0	-7.0	94.2	-2.0	94.8	2.4	54.3	-16.0	-3.0	-12.0
21	Cc1cc(Cl)ccc1OCC(=O)Nn1c(C)ccc1C	102.6	0.0	-7.0	98.9	2.0	99.1	0.5	3.7	-11.0	1.0	-9.0
22	Cn1c(NCCCN2CCOCC2)nc2c1c(=O)n(Cc1ccc(Cl)cc1Cl)c(=O)n2C	105.9	0.0	2.0	100.1	0.0	103.6	1.3	3.6	-2.0	-2.0	0.0
23	COc1ccc(Cc2nnc(SCC(=O)N3CCCCC3)o2)cc1	106.3	-2.0	-11.0	113.8	0.0	102.3	0.6	2.8	-1.0	-2.0	-2.0
24	CCOc1ccc(C(NC(=O)/C=C/c2ccco2)c2ccc(OC)c(OC)c2)cc1 (stereo not drawn)	108.0	-3.0	-3.0	108.9	-2.0	112.1	-0.5	-5.1	-5.0	-20.0	-2.0
25	CCOc1ccc(C2=Cc3cc(OC)c(OC)cc3C(=C(Cl)Cl)O2)cc1	98.2	0.0	1.0	101.8	4.0	94.2	-0.3	-1.0	16.0	2.0	3.0
26	COc1ccc(CCNc2cc(N3CCN(C(=O)c4ccccc4F)CC3)ccc2[N+](=O)[O-])cc1OC	99.2	-2.0	-4.0	98.7	3.0	101.7	2.4	2.4	-7.0	0.0	-6.0
27	O=C(O)c1cccc(NC(=O)c2cc(S(=O)(=O)N3CCOCC3)cs2)c1	101.6	2.0	-4.0	98.1	3.0	102.3	0.3	0.5	-8.0	-1.0	-2.0
28	Cc1ccc(-n2nnc3c(=O)n(CC(=O)NCC4CCCO4)cnc32)cc1 (stereo not drawn)	96.5	10.0	-6.0	98.6	0.0	97.2	0.7	4.5	-10.0	0.0	-5.0
29	CN(C)S(=O)(=O)c1ccc(=S)[nH]c1	97.5	-3.0	-52.0	?	0.0	91.5	0.5	1.9	15.0	-8.0	-1.0
30	O=C(COC(=O)C1CCN(S(=O)(=O)c2cccc3cccnc23)CC1)c1ccccc1	100.9	-3.0	-4.0	101.9	0.0	100.8	0.7	4.2	-3.0	-1.0	0.0
31	O=C(COC(=O)c1cccnc1Cl)Nc1ccc2c(c1)OCO2	100.7	-2.0	0.0	96.9	-2.0	100.5	0.4	11.6	4.0	-3.0	1.0
32	Cc1[nH]c2ccccc2c1C(=O)CN1CCCCC1C (stereo not drawn)	77.3	0.0	1.0	82.5	0.0	86.1	0.2	0.2	2.0	2.0	4.0
33	O=C(CNC(=O)c1ccc(Cl)cc1)Nc1ccccc1C(F)(F)F	99.2	0.0	-2.0	?	3.0	98.5	1.0	6.9	-5.0	1.0	0.0
34	CN(C)c1nc2sc3c(c2c(=O)n1C)CC(C)(C)OC3	96.8	-1.0	0.0	99.0	3.0	99.2	0.1	0.6	2.0	-2.0	5.0
35	O=C(c1ccccc1SCc1ccc(F)cc1)N1CCOCC1	101.9	0.0	-7.0	99.4	0.0	102.2	0.8	2.3	-2.0	0.0	-2.0
36	CCOc1ccc(NCc2nnc(SCC(=O)Nc3cc(C)on3)n2-c2ccccc2OC)cc1	108.8	-5.0	-8.0	108.4	-1.0	102.0	0.7	18.4	-14.0	-3.0	-14.0
37	S=c1[nH]ncn1/N=C/c1ccccn1	103.8	-7.0	-17.0	106.8	2.0	100.7	0.2	2.3	-4.0	-5.0	-10.0
38	CCn1c(SCC(=O)N2CCCc3ccccc32)nc2c(c1=O)SC(C)C2 (stereo not drawn)	90.0	-6.0	-4.0	84.9	-2.0	92.3	2.2	1.5	-9.0	-4.0	-5.0
39	Cc1ccc(/C(O)=C2\C(=O)C(=O)N(CC(C)O)C2c2cccc(F)c2)cc1 (stereo not drawn)	111.3	-8.0	-4.0	108.7	1.0	104.5	0.4	0.8	0.0	0.0	-2.0
40	Cc1cc2c(c(=O)o1)C(CC(C)C)C(C#N)=C(N)O2 (stereo not drawn)	110.6	-4.0	-6.0	108.6	1.0	108.2	-0.1	20.6	-5.0	0.0	-7.0
41	COc1ccc(-c2ccc(S(=O)(=O)NCC3CCCO3)cc2)cc1 (stereo not drawn)	100.6	-6.0	-6.0	101.1	-4.0	101.6	1.2	12.3	0.0	-1.0	0.0
42	O=C(NNC1=NCCCCC1)c1ccccc1	101.0	1.0	5.0	103.1	-1.0	100.3	0.6	1.3	-1.0	1.0	1.0
43	COCCn1c(SCC(=O)NCc2ccco2)nnc1-c1c[nH]c2ccccc12	103.2	-2.0	-9.0	102.3	0.0	103.5	0.2	0.4	-10.0	0.0	-7.0
44	N#CC1=C(SCc2ccccc2Cl)NC(=O)C(C(N)=O)C1 (stereo not drawn)	97.4	-9.0	-3.0	98.3	0.0	98.2	0.2	0.3	-3.0	0.0	-4.0

From compound 38 as far as 41, copied from above:
nr	Structure	RGS4-Gao reg	Bcl-XL Bim block	Bcl-B Bim block	RGS7-Gao	Bcl-W Bim block	RGS8-Gao	ABCB1 block	ABCG2 inh	Bfl-1 Bim block	Bim-Mcl-1	Bcl-2 Bim block
38	CCn1c(SCC(=O)N2CCCc3ccccc32)nc2c(c1=O)SC(C)C2 (stereo not drawn)	90.0	-6.0	-4.0	84.9	-2.0	92.3	2.2	1.5	-9.0	-4.0	-5.0
39	Cc1ccc(/C(O)=C2\C(=O)C(=O)N(CC(C)O)C2c2cccc(F)c2)cc1 (stereo not drawn)	111.3	-8.0	-4.0	108.7	1.0	104.5	0.4	0.8	0.0	0.0	-2.0
40	Cc1cc2c(c(=O)o1)C(CC(C)C)C(C#N)=C(N)O2 (stereo not drawn)	110.6	-4.0	-6.0	108.6	1.0	108.2	-0.1	20.6	-5.0	0.0	-7.0
41	COc1ccc(-c2ccc(S(=O)(=O)NCC3CCCO3)cc2)cc1 (stereo not drawn)	100.6	-6.0	-6.0	101.1	-4.0	101.6	1.2	12.3	0.0	-1.0	0.0
